JMJD2C inh: blocks human GASC-1 demethylase activity | inhibition, % at 2.35 µM | AID 2099 | 0.069% of 330,000 active | GST-JMJD2C(1-420) H3K9me3 demethylation, DELFIA europium | Q9H3R0;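 active means more than half of a compound's replicate wells show inhibition beyond 50%, single wells judged on their own value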;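 further: signal counts dimethyl H3K9 product captured on neutravidin plate; 0% = median of DMSO wells and 100% = 0.3 times that DMSO median; strong numbers were not always called active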
Fh CTSL1 inh: counter-screen for PFM18AAP inhibitors: inhibitors of F. hepatica cathepsin L1; recombinant F. hepatica cathepsin L1, Z-Leu-Arg-MCA fluorescence; inhibition, % at 5.96 µM; 0.49% of 300,000 active; AID 1906;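 active means inhibition above the mean of all tested compounds plus 3 SD, set per screening campaign, cut at about 17% in these data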;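 further: 0% = plate median of test compound wells and 100% = 1 µM Z-Phe-Ala-diazomethylketone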
procasp7 counter: counter-screen for procaspase-3 activators: activators of human procaspase-7 | P55210 | recombinant procaspase-7, Ac-DEVD-pNA absorbance 405 nm; D23A/D198A/D206A triple mutant, cannot self-cleave; scale: DMSO 0, 5 µM enzyme 100 | activation, % at 8.5 µM | 0.093% of 330,000 active | AID 463210;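 active means percent activation above the screen-wide mean plus 3 SD, cut at about 25% in these data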
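signal = Epi-absorbance of released pNA at 405 nm, two timepoints | assay system = Uncleavable procaspase-7 mutant enzyme | reagent = Ac-DEVD-pNA substrate, 400 µM as added | times = 1 h enzyme–compound preincubation and 2 h substrate reaction, both 25 °C | benchmarks = low DMSO alone, high DMSO plus 5 µM PC-7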
proCasp3 act: procaspase-3 (human) activation; P42574; recombinant procaspase-3 D3A, Ac-DEVD-pNA absorbance 405 nm; activation, % at 8.5 µM; 0.11% of 330,000 active;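 active means activation above the mean of all tested compounds plus 3 SD, cut at about 21% in these data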;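 further: 0% = DMSO alone and 100% = DMSO wells spiked with extra 5 µM PC-3 D3A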
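Assay system: Procaspase-3 D3A mutant, all three cleavage aspartates alanine. Buffer or medium: Zinc-free HEPES saline buffer with Triton X-100. Times: 1 h compound preincubation, 2 h substrate hydrolysis at 25 °C. Measured by: 405 nm absorbance of p-nitroaniline, reads at 0 and 120 min. Read-out basis: percent activation relative to control range. Replicates: singlicate.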
VLA-4 inh: inhibition in a human VLA-4 binding assay; P13612; inhibition, % (about 7 µM as worked out from the volumes in the protocol); VLA-4 expressing cells, ligand binding flow cytometry; 0.2% of 330,000 active; in the data active means inhibition above about 50%
Target sequence (P13612 whole entry, looked up): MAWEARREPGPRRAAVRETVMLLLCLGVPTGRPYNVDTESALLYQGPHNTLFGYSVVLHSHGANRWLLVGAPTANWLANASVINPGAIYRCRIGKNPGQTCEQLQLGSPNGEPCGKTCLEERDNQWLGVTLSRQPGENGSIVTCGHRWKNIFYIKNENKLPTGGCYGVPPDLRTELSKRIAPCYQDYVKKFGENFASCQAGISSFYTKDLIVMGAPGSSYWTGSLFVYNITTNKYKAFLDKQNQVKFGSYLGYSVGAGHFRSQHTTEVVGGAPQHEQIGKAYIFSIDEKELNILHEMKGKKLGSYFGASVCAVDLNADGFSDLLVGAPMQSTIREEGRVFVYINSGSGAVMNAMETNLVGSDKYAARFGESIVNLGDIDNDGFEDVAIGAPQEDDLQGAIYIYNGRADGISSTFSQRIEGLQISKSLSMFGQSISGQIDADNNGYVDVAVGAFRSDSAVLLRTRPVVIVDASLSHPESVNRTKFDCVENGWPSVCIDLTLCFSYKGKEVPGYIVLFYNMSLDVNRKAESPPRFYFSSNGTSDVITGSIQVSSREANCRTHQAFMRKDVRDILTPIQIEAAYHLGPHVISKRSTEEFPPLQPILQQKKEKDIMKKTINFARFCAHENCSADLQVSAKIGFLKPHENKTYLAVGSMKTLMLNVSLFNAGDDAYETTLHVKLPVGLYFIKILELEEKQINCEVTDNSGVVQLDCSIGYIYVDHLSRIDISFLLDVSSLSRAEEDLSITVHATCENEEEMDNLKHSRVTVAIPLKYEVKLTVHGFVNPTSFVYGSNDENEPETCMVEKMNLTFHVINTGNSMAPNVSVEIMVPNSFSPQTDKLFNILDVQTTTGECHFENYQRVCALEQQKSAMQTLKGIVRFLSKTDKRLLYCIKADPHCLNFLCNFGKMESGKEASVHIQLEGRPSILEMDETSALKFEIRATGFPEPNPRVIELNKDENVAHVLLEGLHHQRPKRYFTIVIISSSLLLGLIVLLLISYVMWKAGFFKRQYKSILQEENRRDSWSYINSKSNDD
PP1 counter: PP1-alpha (human) inhibition in PP5 counter-screen; inhibition, % at 6.7 µM; purified PP1alpha, OMFP fluorescence; 0.9% of 320,000 active;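 active means inhibition above the mean inhibition of all tested compounds plus 3 SD, computed separately for each screening campaign, cut at about 15% in these data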
core dimer inh: blocks dimerization of HCV core protein; TR-FRET GST/Flag-core106 dimerization, 1536-well; inhibition, % at 5 µM; 0.33% of 300,000 active; AID 1899;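 active means inhibition above the mean of all tested compounds plus 3 SD, set per screening campaign, cut at about 45% in these data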
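System – GST-tagged and Flag-tagged HCV core protein residues 1-106 · Repeats – one well for each compound · Technique – TR-FRET 671 and 617 nm emission · Doses – one concentration, 5 µM, in 0.5% DMSO · Times – 4 h, 22.5 °C incubation · Also added – Eu donor and XL665 acceptor anti-tag antibodies · Measure – percent inhibition of core106 dimerization signal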
PP5 inh: inhibitors of human protein phosphatase 5 (PP5); P53041; AID 1987; purified PP5c, OMFP substrate fluorescence; 0.18% of 320,000 active; inhibition, % at 6.7 µM;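 active means inhibition above the campaign's mean inhibition across all tested compounds plus 3 SD, cut at about 9.5% in these data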;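 further: 0% = DMSO only and 100% = 100 µM cantharidin control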
GRK2 aptamer HTS: inhibitors of human GRK2 displacing RNA aptamer; P25098; AID 488847; inhibition of aptamer binding, % at 10 µM; 0.59% of 330,000 active; bead flow cytometry, FAM-aptamer displacement from GRK2;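 active means inhibition of aptamer binding above 40%, roughly 3 SD of noise, on plates passing a quality check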;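 further: median bead fluorescence of bound FAM aptamer so fluorescent compounds give negative values; no value below 0 was filed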
* marks the source's active call; other numbers are inactive results; · = no result given.

Sample of the layout, ten compounds:
1) CN1CCN(c2ccc(S(=O)(=O)N3CCOCC3)cc2NC(=O)CCc2ccccc2)CC1
2) COc1ccc(C(=O)NCC2CCCO2)cc1 (stereo not drawn)
3) COC(C[C@@H]1O[C@@H]1C(=O)[C@@H](C)OCc1ccccc1)OC
4) Cc1cc(-c2ccccc2)c2c(=O)n(-c3ccccc3)[nH]c2n1
5) COc1ccc(C2N=C(Nc3ccc(C)cc3)Nc3nc(C)cc(=O)n32)cc1 (stereo not drawn)
6) CC(C)CC(=O)Nc1ccnc(-c2ccncc2)n1
7) C=C(C)c1cccc(C(C)(C)NC(=O)Nc2ccc(C(N)=O)cc2)c1
8) C[C@@]12CCC3[C@@](CCC4[C@@]3(C)CCC[C@@]4(C)C(=O)NCc3ccccc3)(CC1=O)C2 (stereo partly drawn)
9) COc1ccc(N2CCN(C(=O)Cn3cncn3)CC2)cc1
10) O=[N+]([O-])c1cc(/C=N/N2CCCCC2)ccc1Cl

compound no. | 1 | 2 | 3 | 4 | 5 | 6 | 7 | 8 | 9 | 10
JMJD2C inh | -0.1 | 9.4 | 8.4 | -8.3 | 21.4 | -14.4 | 0.9 | 1.7 | -1.1 | -1.4
Fh CTSL1 inh | 1.1 | -0.1 | 10.0 | -1.3 | 0.4 | 1.1 | -2.1 | · | -3.1 | -2.6
procasp7 counter | 3.6 | 8.9 | -12.8 | -4.0 | 16.6 | 1.9 | 2.0 | -5.0 | -5.4 | -0.2
proCasp3 act | -2.8 | 3.0 | 6.7 | 5.0 | -8.2 | -1.5 | 2.6 | 2.7 | -9.1 | 5.2
VLA-4 inh | 5.5 | -14.1 | -7.9 | 32.9 | 5.5 | 21.0 | 4.5 | 17.5 | 5.5 | 9.3
PP1 counter | -2.9 | -1.4 | -0.9 | -1.1 | 1.8 | -1.5 | 2.1 | -1.6 | 5.8 | -2.1
core dimer inh | 0.0 | -13.8 | -2.3 | -25.4 | -3.4 | 13.0 | 4.2 | · | 0.3 | 0.5
PP5 inh | 1.1 | 1.9 | 0.0 | 1.8 | 2.7 | 3.5 | 3.9 | 0.1 | 0.3 | 0.9
GRK2 aptamer HTS | 3.0 | 3.0 | 7.0 | 1.0 | 3.0 | 7.0 | 0.0 | 0.0 | 3.0 | 0.0

The list itself (from the top)
1) CN1CCN(c2ccc(S(=O)(=O)N3CCOCC3)cc2NC(=O)CCc2ccccc2)CC1
2) COc1ccc(C(=O)NCC2CCCO2)cc1 (stereo not drawn)
3) COC(C[C@@H]1O[C@@H]1C(=O)[C@@H](C)OCc1ccccc1)OC
4) Cc1cc(-c2ccccc2)c2c(=O)n(-c3ccccc3)[nH]c2n1
5) COc1ccc(C2N=C(Nc3ccc(C)cc3)Nc3nc(C)cc(=O)n32)cc1 (stereo not drawn)
6) CC(C)CC(=O)Nc1ccnc(-c2ccncc2)n1
7) C=C(C)c1cccc(C(C)(C)NC(=O)Nc2ccc(C(N)=O)cc2)c1
8) C[C@@]12CCC3[C@@](CCC4[C@@]3(C)CCC[C@@]4(C)C(=O)NCc3ccccc3)(CC1=O)C2 (stereo partly drawn)

compound no. | 1 | 2 | 3 | 4 | 5 | 6 | 7 | 8
JMJD2C inh | -0.1 | 9.4 | 8.4 | -8.3 | 21.4 | -14.4 | 0.9 | 1.7
Fh CTSL1 inh | 1.1 | -0.1 | 10.0 | -1.3 | 0.4 | 1.1 | -2.1 | ·
procasp7 counter | 3.6 | 8.9 | -12.8 | -4.0 | 16.6 | 1.9 | 2.0 | -5.0
proCasp3 act | -2.8 | 3.0 | 6.7 | 5.0 | -8.2 | -1.5 | 2.6 | 2.7
VLA-4 inh | 5.5 | -14.1 | -7.9 | 32.9 | 5.5 | 21.0 | 4.5 | 17.5
PP1 counter | -2.9 | -1.4 | -0.9 | -1.1 | 1.8 | -1.5 | 2.1 | -1.6
core dimer inh | 0.0 | -13.8 | -2.3 | -25.4 | -3.4 | 13.0 | 4.2 | ·
PP5 inh | 1.1 | 1.9 | 0.0 | 1.8 | 2.7 | 3.5 | 3.9 | 0.1
GRK2 aptamer HTS | 3.0 | 3.0 | 7.0 | 1.0 | 3.0 | 7.0 | 0.0 | 0.0

9) COc1ccc(N2CCN(C(=O)Cn3cncn3)CC2)cc1
10) O=[N+]([O-])c1cc(/C=N/N2CCCCC2)ccc1Cl
11) CCCNC(=O)c1ccc(N2CCC3(CC2)CC(c2ccccc2)=NO3)c(NC(=O)c2ccco2)c1
12) O=C(O)CSc1nnc(-c2ccc(Cl)cc2Cl)n1-c1ccccc1
13) CCOC(=O)N/N=C\c1cccc(OC)c1
14) CC(Cc1cccnc1)NC(=O)c1ccccc1OC1CCN(S(C)(=O)=O)CC1 (stereo not drawn)
15) CC(=O)NC(C)c1ccc(Cl)c(Cl)c1 (stereo not drawn)
16) COc1ccc(Cl)cc1NC(=O)CCN1CCN(c2ccccc2C)CC1

compound no. | 9 | 10 | 11 | 12 | 13 | 14 | 15 | 16
JMJD2C inh | -1.1 | -1.4 | -6.8 | 2.0 | -9.3 | -8.6 | -2.3 | -1.7
Fh CTSL1 inh | -3.1 | -2.6 | 6.0 | -2.0 | 0.7 | -11.6 | 13.9 | -1.4
procasp7 counter | -5.4 | -0.2 | -9.6 | 7.2 | -2.7 | 0.3 | 9.1 | 3.8
proCasp3 act | -9.1 | 5.2 | -5.6 | -6.8 | 5.8 | 7.1 | 4.8 | 6.7
VLA-4 inh | 5.5 | 9.3 | -13.6 | 8.8 | -0.5 | 8.8 | -23.0 | 7.2
PP1 counter | 5.8 | -2.1 | 12.9 | -3.0 | 0.3 | -5.6 | -0.8 | -0.7
core dimer inh | 0.3 | 0.5 | 4.4 | 7.3 | -2.6 | 1.2 | 3.3 | -4.0
PP5 inh | 0.3 | 0.9 | 1.8 | 4.2 | 0.3 | -1.2 | -0.5 | 3.8
GRK2 aptamer HTS | 3.0 | 0.0 | 0.0 | 3.0 | 0.0 | 2.0 | 0.0 | 1.0

17) CN(/N=C/c1ccncc1)C1=NS(=O)(=O)c2ccccc21
18) COc1ccc([N+](=O)[O-])cc1C(=O)NC1CCN(Cc2ccccc2)CC1
19) COc1cc(-c2nnc(SCC(=O)NC3CCCC3)n2C)cc(OC)c1O
20) COc1ccc(NC(=O)CSc2nnc(-c3cccnc3)o2)cc1
21) Cc1noc(C)c1NC(=O)Nc1cccc2c1O[C@H](CN(C)C(=O)NC1CCCCC1)[C@@H](C)CN([C@H](C)CO)C2=O
22) O=C(CSc1n[nH]c(-c2ccccc2)n1)c1ccccc1
23) COC(=O)c1ccccc1NC(=O)CC#N
24) NNC(=O)c1ccc(OCC2CC(c3ccc(Cl)cc3)=NO2)cc1 (stereo not drawn)

compound no. | 17 | 18 | 19 | 20 | 21 | 22 | 23 | 24
JMJD2C inh | -22.7 | -2.3 | 10.1 | -3.3 | · | -2.3 | 4.2 | -3.8
Fh CTSL1 inh | -4.3 | -2.1 | -1.7 | 0.1 | · | 0.1 | 1.4 | -4.2
procasp7 counter | -15.4 | -3.3 | 7.9 | -11.1 | -4.6 | -8.7 | -3.9 | 0.7
proCasp3 act | 0.3 | -4.7 | 3.5 | -4.0 | 4.2 | 7.6 | 0.9 | -0.7
VLA-4 inh | 6.6 | 14.6 | -7.5 | 7.4 | 3.0 | 0.1 | 5.2 | 3.7
PP1 counter | -0.1 | -5.0 | -2.2 | 4.7 | · | 1.3 | -1.8 | 3.2
core dimer inh | 3.6 | -0.2 | -3.0 | -1.0 | · | 1.7 | -10.0 | 4.4
PP5 inh | 1.5 | 9.2 | -1.2 | 3.8 | · | 3.0 | 0.7 | 0.4
GRK2 aptamer HTS | 1.0 | 0.0 | 2.0 | 0.0 | 0.0 | 4.0 | 0.0 | 1.0
